# FBW7 activator: human FBW7 E3 ligase activation, primary screen; Q969H0; AlphaScreen FBW7–phospho-cyclin E peptide binding, activator screen; normalized activity (activation), % at 26.1 µM; 650,000 compounds, 0.13% hits; in the data active = normalized activity above about 1.9%;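 note: purified mutant Fbw7 with reduced substrate affinity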
# Target sequence (Q969H0 whole entry, looked up): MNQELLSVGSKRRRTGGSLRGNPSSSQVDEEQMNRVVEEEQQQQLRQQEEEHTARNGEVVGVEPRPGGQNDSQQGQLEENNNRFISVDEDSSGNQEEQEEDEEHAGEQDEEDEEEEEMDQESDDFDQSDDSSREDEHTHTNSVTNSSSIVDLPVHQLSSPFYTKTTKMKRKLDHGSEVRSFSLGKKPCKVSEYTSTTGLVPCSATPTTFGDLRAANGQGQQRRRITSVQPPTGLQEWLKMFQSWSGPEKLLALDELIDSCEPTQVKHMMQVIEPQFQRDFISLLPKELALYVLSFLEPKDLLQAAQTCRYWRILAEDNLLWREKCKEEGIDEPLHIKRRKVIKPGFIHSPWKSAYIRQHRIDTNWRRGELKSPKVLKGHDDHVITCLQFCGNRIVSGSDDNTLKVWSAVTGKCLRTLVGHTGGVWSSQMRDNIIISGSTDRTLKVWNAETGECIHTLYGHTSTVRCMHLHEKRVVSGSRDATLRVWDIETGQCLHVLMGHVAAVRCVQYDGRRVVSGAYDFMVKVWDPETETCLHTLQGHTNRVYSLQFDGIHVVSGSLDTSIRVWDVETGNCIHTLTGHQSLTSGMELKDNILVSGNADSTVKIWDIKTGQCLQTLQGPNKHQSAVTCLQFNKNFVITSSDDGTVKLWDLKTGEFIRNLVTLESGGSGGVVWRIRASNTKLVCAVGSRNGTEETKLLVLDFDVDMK
# GPR151 activ: activates the human receptor GPR151; activation, % at 11.2 µM; 650,000 compounds, 1% hits; PathHunter beta-arrestin GPR151 cells, luminescence; AID 1508602; in the data active = activation above about 4.9%;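 note: 0% = median of compound wells and 100% = cells with positive control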
# Target sequence (Q8TDV0 whole entry, looked up): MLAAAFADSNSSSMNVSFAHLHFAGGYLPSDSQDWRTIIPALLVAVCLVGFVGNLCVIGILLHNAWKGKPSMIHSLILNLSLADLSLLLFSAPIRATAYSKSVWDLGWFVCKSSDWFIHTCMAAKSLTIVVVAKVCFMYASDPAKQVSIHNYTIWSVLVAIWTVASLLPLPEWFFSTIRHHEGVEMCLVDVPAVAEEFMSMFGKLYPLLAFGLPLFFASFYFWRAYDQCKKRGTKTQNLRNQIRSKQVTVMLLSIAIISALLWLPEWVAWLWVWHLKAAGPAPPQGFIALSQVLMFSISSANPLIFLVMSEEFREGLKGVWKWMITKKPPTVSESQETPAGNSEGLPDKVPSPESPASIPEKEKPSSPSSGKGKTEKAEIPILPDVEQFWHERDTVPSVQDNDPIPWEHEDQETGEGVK
# TEAD-YAP block: TEAD-YAP interaction inhibition; AID 1259422; 640,000 compounds, 1.4% hits; HEK-TIYL cells, TEAD-Gal4/YAP UAS-luciferase luminescence; inhibition, % at 9.12 µM; in the data active = inhibition above about 32%;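 note: 0% = median of test compound wells and 100% = reference inhibitor wells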
# MITF inh: inhibitors of human MITF. inhibition, % at 2.6 µM. 650,000 compounds, 0.91% hits. AlphaScreen MITF homodimerization, bead proximity signal. AID 1259374; in the data active = inhibition above about 50%;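 note: 0% = vehicle wells with protein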
# Starred values were filed as active, the others as inactive; · = not tested or not shown; & = joins results of further samples.
# Start of the data: the first 2 entries, to show the layout:
# Results follow in this order: FBW7 activator, GPR151 activ, TEAD-YAP block, MITF inh
Oc1[nH]c2ccccc2c1C=Nc1cccc(F)c1
    -0.1, 1.1, -60, -6
Cc1cccc(C(=O)NNC(=O)c2ccccc2C(=O)O)c1
    0.0, -0.5, -32, -14

# This part in full, from the start:
# Results follow in this order: FBW7 activator, GPR151 activ, TEAD-YAP block, MITF inh
Oc1[nH]c2ccccc2c1C=Nc1cccc(F)c1
    -0.1, 1.1, -60, -6
Cc1cccc(C(=O)NNC(=O)c2ccccc2C(=O)O)c1
    0.0, -0.5, -32, -14
Nc1c(Cl)cc(Cl)cc1C(=O)OCC(=O)NC1CCCC1
    0.1, 1.4, 4, -10
O=C(CN1C(=O)c2ccccc2C1=O)NCCN=C1NS(=O)(=O)c2ccccc21
    0.3, 0.3, -10, 11
Cc1cccc2sc(NC(=O)c3ccc(Cl)c([N+](=O)[O-])c3)nc12
    0.0, 0.5, -7, 5
Cc1cccc(-c2n[nH]c(=S)n2-c2ccccc2)c1
    0.2, -0.3, 49*, 1
COc1ccc(C(=O)OCCCN=C2NS(=O)(=O)c3ccccc32)c(OC)c1
    0.6, 1.2, -4, 10
COc1ccc(S(=O)(=O)NCCc2ccc(F)cc2)cc1
    -0.1, 0.7, 2, 8
O=C(c1cc(-c2cccs2)on1)N1CCCC1
    0.1, -2.4, -49, -13
Cc1ccc(C)c(-n2nnnc2SC2CCOC2=O)c1 (stereo unspecified)
    0.1, -1.9, 2, 5
CC(=O)Nc1ccc(NC(=O)CN(C)S(=O)(=O)c2cc(Cl)ccc2Cl)cc1
    0.0, 0.5, -13, 4
N#C/C(=C\c1ccc(OCc2ccc(Cl)cc2Cl)cc1)c1nn(CCO)c(N)c1C#N
    0.1, -0.3, -2, 3
CCOC(=O)C1CCN(CCC(=O)Nc2ccc(C)cc2)CC1
    -0.3, -0.3, -6, 4
COc1ccc(NC(=O)c2cc3c(=O)[nH]c4ccccc4c3n2C)cc1OC
    -0.1, 1.3, 14, -46
COc1cc(NC(=O)CSc2nnc(-c3ccccn3)n2N)cc(OC)c1
    -0.1, -0.5, 3, 27
CCOC(=O)c1cc2sc(C)cc2n1CC
    0.1, -0.1, -2, -10
CCOC(=O)C1CCN(Cc2cccc(Cl)c2Cl)CC1
    1.6, 0.2, 3, 44
CCNC(=O)CN(c1ccc(OC)cc1)S(=O)(=O)c1ccccc1
    -0.1, 1.7, 16, 2
COc1ccccc1CN1CCC2(CC1)CC2C(=O)N(C)Cc1cscn1 (stereo unspecified)
    0.0, 1.8, -5, 4
CN1C(=O)c2ccccc2C(C(=O)O)C1c1cc(Br)ccc1O (stereo unspecified)
    0.1, -0.1, 5, -5
COc1ccccc1C(=O)NC(N1CCOCC1)C(Cl)(Cl)Cl (stereo unspecified)
    -0.2, 1.4, 5, -2
CCOC(=O)C1(C)NC(c2ccc(O)cc2)C2C(=O)N(C)C(=O)C21 (stereo unspecified)
    -0.4, -1.1, -7, -1
COc1cc(NC(=O)c2cccc(-c3cccs3)n2)cc(OC)c1OC
    -0.1, -1.5, 4, 12
COC(=O)C1CCN(C(=O)COC(=O)CCCSc2ccccc2)CC1
    0.2, 0.1, 11, 10
O=C1CC(N2CCN(c3ccccc3Cl)CC2)C(=O)N1c1cccc(Br)c1 (stereo unspecified)
    0.0, 0.8, -2, 9
Cc1ccc(N2C(=O)C3C(C2=O)C2(C(C)C)C=CC3(C)CC2)cc1 (stereo unspecified)
    0.1, -0.2, 1, 12
CCOC(=O)c1c(NC(=O)CSc2nnc(CNC(=O)c3ccccc3OC)n2-c2ccc(OCC)cc2)sc2c1CCCC2
    -0.1, 0.4, 0, -8
Cc1ccc(NC(=O)c2cccc(NC(=O)c3cccc(C)c3)c2)cc1
    -0.2, 0.7, -35, 9
O=C(C1=C(O)C(=O)N(CCCn2ccnc2)C1c1ccc(Cl)cc1Cl)c1ccco1 (stereo unspecified)
    -0.1, 0.0, 5, -3
C[C@H]1NC(=O)[C@@H]2C[C@H](NCc3ccc4ncccc4c3)CN2C1=O
    -0.3, -0.5, 5, -6
Cc1ccc2c(c1)-c1onc(C(=O)N3CCC(c4ccccc4)C3)c1CO2 (stereo unspecified)
    0.0, -1.5, -4, 5
O=C(NCCCSCc1ccccc1)Nc1ncccn1
    -0.1, -1.3, -12, -9
CCOC(=O)C1=C(CSc2nc(CC)c(C)cc2C#N)OC(N)=C(C#N)C1c1ccc(OCc2ccccc2)cc1 (stereo unspecified)
    0.0, -2.5, -7, 1
O=S(=O)(c1cccs1)N1CCN(Cn2cnc3ccccc32)CC1
    0.0, 1.0, -6, 6
CC(=O)c1cccc(-c2ccc(/C=C3\C(=O)N(c4cccc(C(=O)O)c4)N=C3C)o2)c1
    0.6, 0.1, -16, 11
Cc1cc(C)n2nc(CC(=O)NCCn3nnn(-c4ccccc4)c3=O)nc2n1
    -0.1, 0.2, -4, -8
CCCOC(=O)/C(C(N)=NCCO)=C(/O)OCCC
    -0.1, -0.8, -1, 2
O=C(c1ccc(NS(=O)(=O)c2cccs2)cc1)N1CCCC1
    0.0, 0.2, 1, 1
Clc1ccc(COc2ccccc2C2N(c3ccccc3)N=C(c3ccccc3)N2c2ccccc2)cc1 (stereo unspecified)
    0.4, 0.0, 85*, 20
COc1ccccc1NC(=O)Nc1nnc(-c2ccccc2Br)s1
    -0.1, 0.3, -1, 16
COc1ccc(OC)c2c(N3CC(C)OC(C)C3)cc(C(F)(F)F)nc12 (stereo unspecified)
    0.1, 3.6, -6, 1
CNc1ccc(/C=C/C(=O)c2ccc(S(=O)(=O)N3CCC(C)CC3)cc2)cc1[N+](=O)[O-]
    0.0, 1.7, 2, -8
O=C(NCCc1ccccc1)[C@@H]1C=CCN1C(=O)C1CCCCC1
    0.0, 0.2, 0, -15
O=C1COc2ccc(C(=O)COC(=O)CC(c3ccccc3)c3ccccc3)cc2N1
    -0.1, 2.5, 4, -7
O=C(CCN1C(=O)/C(=C\c2ccccc2)SC1=S)NNC(=O)c1ccccc1O
    0.1, -0.6, 5, -5
CCCCC[C@H](O)/C=C/[C@@H]1[C@@H](C/C=C\CCCC(=O)O)[C@H](O)C[C@H]1O
    ·, 1.9&0.2, ·, 12&10
O=C1N[C@@H](Cc2ccccc2)C(=O)N2CCN(Cc3ccc(Cl)cc3)C[C@H]12
    2.1*, -1.7, 2, -5
COC(=O)c1ccccc1NC(=O)c1ncn(-c2ccccc2)n1
    0.8, -0.5, -4, 5
Cc1ccc2c(c1)CN(CCNC(=O)CCc1ccc(=O)[nH]n1)CC(C)O2 (stereo unspecified)
    0.0, 5.3*, -6, -7
CCOC(=O)C(CC)n1nc(C)c2sc3ccccc3c2c1=O (stereo unspecified)
    0.1, 0.0, 6, 0
Cc1ccc(C(=O)NC2(C(Cl)Cl)N=C(c3ccccc3)N=C2N)cc1 (stereo unspecified)
    -0.1, 0.5, -1, 8
O=C1CCCC(O)=C1C=Nc1ccccc1O
    -0.2, 0.7, -9, -1
Cc1cc(OC(=O)c2cccs2)c([N+](=O)[O-])c(=O)[nH]1
    -0.2, 2.4, 5, 2
CCN1C(=O)c2cccc3c(NC(=O)COc4ccc(Cl)cc4Cl)ccc1c23
    0.2, -0.7, 5, 7
CCOC(=O)C1=C(C)N(C)C(=O)N(C)C1c1ccc(Cl)cc1 (stereo unspecified)
    -0.1, 1.8, -8, 0
Cc1[nH][nH]c(=O)c1C(c1cccc([N+](=O)[O-])c1)c1c(C)[nH][nH]c1=O
    -0.7, 2.4, 2, 9
COC(=O)c1ccc(C(=O)Nc2c(C(N)=O)oc3ccccc23)cc1
    0.0, 1.5, 4, -3
COC(=O)C1=NNC2C(=O)N(c3ccccc3OC)C(=O)C12 (stereo unspecified)
    1.0, 1.0, 6, 14
O=C(CCC1(Cc2ccsc2)CCC(=O)N1)NCc1cc(-c2ccccc2)on1 (stereo unspecified)
    -0.2, -1.6, 9, -19
CC(C)Oc1ccc(C(=O)NCC(c2ccc(N(C)C)cc2)N2CCN(C)CC2)cc1 (stereo unspecified)
    -0.1, -0.6, -10, 4

# Taken from above.
# CCCOC(=O)/C(C(N)=NCCO)=C(/O)OCCC @ GPR151 activ: -0.8
# CCOC(=O)C1=C(C)N(C)C(=O)N(C)C1c1ccc(Cl)cc1 (stereo unspecified) @ TEAD-YAP block: -8
# O=C1COc2ccc(C(=O)COC(=O)CC(c3ccccc3)c3ccccc3)cc2N1 @ MITF inh: -7

# Going on with the list.
# Results follow in this order: FBW7 activator, GPR151 activ, TEAD-YAP block, MITF inh
O=C(CSCc1cccc(Br)c1)Nc1ccc2ccccc2c1
    0.0, -0.9, 1, 0
C=CCN1CCN(c2c(Cl)cccc2NC(=O)c2ccc3c(c2)OCO3)CC1
    1.1, -0.8, 3, 19
CC(C)C(NC(=O)c1ccoc1)c1nnc2n1CCN(Cc1cccnc1)CC2 (stereo unspecified)
    0.0, -1.7, 7, 1
O=C(Nc1ccccc1Br)/C(=C/c1cccc([N+](=O)[O-])c1)NC(=O)c1ccccc1Br
    -0.2, 0.1, 4, -12
O=C(CCc1nnc(Cc2ccc3c(c2)OCO3)o1)NCCc1cccc(F)c1
    0.0, -0.6, 4, 2
Cc1cc(C)cc(C(=O)NCCn2c(C)cc3ccccc32)c1
    0.4, 0.0, 5, 8
c1cnc(N2CCN(c3nc4nonc4nc3N3CCSCC3)CC2)cn1
    -0.1, 0.6, 10, 12
O=C(O)CCCNC(=O)Cc1ccccc1
    0.2, -0.9, 1, 10
COc1ccc([C@@H]2C[C@H]3CN(Cc4cccc(Cl)c4)C(=O)[C@]34CCCN24)cc1
    -0.1, -0.9, 4, 16
Cc1cc(=O)n2nc(N3CCC(C(=O)Nc4cccc(C)c4C)CC3)sc2n1
    0.3, 0.8, 8, 13
O=C(NCc1ccc2c(c1)OCO2)c1cc2c(s1)CS(=O)(=O)C2
    0.4, -0.6, -11, 3
CCOC(=O)c1c(CN2CCN(c3ccccc3C)CC2)n(-c2ccccc2)c2ccc(O)cc12
    -0.1, 0.0, 4, 8
Cc1ccc(C(=O)NCCCN2CCN(CCCNC(=O)c3ccc(C)cc3)CC2)cc1
    -0.1, -0.5, 9, 5
Cc1cccc2nc3c(c(=O)n12)CN(C(=O)C1CCCCC1)CC3
    -0.2, 0.1, -2, 1
Cc1ccc(C)c(OCC(=O)N(C)C)c1
    -0.1, 0.9, 5, -8
CCSc1nnc(NC(=O)C23CC4CC(CC(C4)C2)C3)s1
    0.0, -1.5, -34, 9
CSc1ccc(S(=O)(=O)NC(C)c2ccccc2)cc1 (stereo unspecified)
    0.0, 3.8, -4, 4
Cc1ccc(C)c(S(=O)(=O)NCC(c2ccco2)S(=O)(=O)c2ccc(F)cc2)c1 (stereo unspecified)
    0.0, -0.3, 6, 10
Cc1ccc(Nc2ccc(N3CCN(c4ccc([N+](=O)[O-])cc4)CC3)nn2)cc1
    0.8, 0.6, 5, 9
Cc1ccc(NC(=O)c2ccc([N+](=O)[O-])cc2)c(C(=O)O)c1
    0.1, -3.3, -13, 35
Cc1cc(CNC2CCN(Cc3ccccc3)CC2)c(C)n1CC(C)C
    0.1, 6.8*, -2, 49
N#CC1=C(N)Oc2n[nH]c(-c3cccc([N+](=O)[O-])c3)c2C1c1cccs1 (stereo unspecified)
    -0.9, -0.5, -3, 1
O=C(Nc1ccc(-c2ccc(N3CCOCC3)nn2)cc1)c1cccc2ccccc12
    -0.2, 3.0, 1, -11
O=C(c1ccccc1)c1ccc(N2CCOCC2)c(F)c1
    0.0, -1.6, -68, -3
O=C1CC2CS(=O)(=O)CC2N1c1cc(Oc2ccc(F)cc2)cc([N+](=O)[O-])c1 (stereo unspecified)
    0.1, -1.2, 7, -11
COC(=O)C(NC(=O)COc1ccccc1)(Nc1ccc(Cl)cn1)C(F)(F)F (stereo unspecified)
    0.4, -0.7, 5, 17
COc1ccc(CNC(=O)CN(C(=O)c2csnn2)c2c(C)cccc2C)cc1
    0.0, 2.1, -3, -12
Cc1cccc(C(=O)OCC(=O)Nc2c(C)n(C)n(-c3ccccc3)c2=O)c1O
    0.0, -0.6, 10, 15
CCOC(=O)c1ccc2c(c1)N(Cc1ccccc1Cl)C(=O)CS2
    0.1, -1.3, -1, 6
COC(=O)c1cc(Br)ccc1NC(=O)NC1CCCCC1
    0.4, 1.0, -5, 8

# Three entries already listed, sorted by heavy-atom count, largest number first.
# Results follow in this order: FBW7 activator, GPR151 activ, TEAD-YAP block, MITF inh
O=C(C1=C(O)C(=O)N(CCCn2ccnc2)C1c1ccc(Cl)cc1Cl)c1ccco1 (stereo unspecified)
    -0.1, 0.0, 5, -3
Cc1ccc2c(c1)-c1onc(C(=O)N3CCC(c4ccccc4)C3)c1CO2 (stereo unspecified)
    0.0, -1.5, -4, 5
COc1ccccc1NC(=O)Nc1nnc(-c2ccccc2Br)s1
    -0.1, 0.3, -1, 16

# The list goes on.
# Results follow in this order: FBW7 activator, GPR151 activ, TEAD-YAP block, MITF inh
C=CCn1c(N)nc2c1c(=O)n(C)c(=O)n2C
    0.1, -1.3, 2, 1
Cc1ccc(F)cc1NC(=O)CSc1n[nH]c(N)n1
    0.1, 0.1, 2, 3
N=C1C(c2nc(-c3ccc(Br)cc3)cs2)=C(O)CN1CC1CCCO1 (stereo unspecified)
    -0.1, -1.3, 1, 4
COc1ccc(C(=O)N/N=C/c2ccc3ccccc3c2)cc1
    0.0, 1.1, -33, 12
CN1CCOc2cc(S(=O)(=O)Nc3cc(F)ccc3F)ccc21
    -0.1, -0.8, 7, 6
CCOc1ccc(-n2c(SCC(=O)Nc3ccccc3CC)nc3c(sc(=S)n3-c3ccc(Cl)c(C)c3)c2=O)cc1
    -0.1, 3.1, 14, 8
Cc1nc(N(C)c2ccc(C(C)C)cc2)c2c(C)c(C(=O)NCc3ccco3)sc2n1
    0.0, 2.0, 5, -6
CC(/C=C/c1ccco1)=N/NC(=O)OC(C)(C)C
    -0.2, 0.3, -45, 3

# Screens deposited in PubChem BioAssay by The Scripps Research Institute Molecular Screening Center.
